Source: PubChem BioAssay
PI4K2A inh: qHTS for small molecular inhibitors of PI4K2A | Phosphatidylinositol 4-kinase type 2-alpha (Homo sapiens), Q9BTU6 | purified PI4K2A, ADP-Glo luminescence, 1 h; active compounds read low | activity change, negative = inhibition, % at 76.9 µM | 420,000 tested, 0.13% active; in the data active = activity change below about -50%; inconclusive = mostly about -30% to -49%;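 note: -100% = wells without enzyme as full effect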
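ADP-Glo luminescence measured ADP generated by PI4K2A enzyme (4 ug/mL before mixing) with 1.2 mM PI substrate (pre-mix) and 300 microM ATP (pre-mix). Tris pH7.5 buffer with MgCl2, Triton X-100; 1 h reaction at ambient temperature.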
HP1b binding inh: HTS for Inhibitors of HP1-beta Chromodomain Interactions with Methylated Histone Tails; 390,000 tested, 0.56% active; Chromobox protein homolog 1 (Homo sapiens), P83916; Potency, µM (series often up to 114 µM), for inactives: top-dose activity change, negative = inhibition, actives largely listed as inhibitors; AID 540317, 2011; AlphaScreen HP1-beta / biotin-H3K9me3 peptide binding; note: potency is the fitted concentration of half-maximal effect; nearly all actives have a fitted effect of over 70% in size; inactives centre near 23
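AlphaScreen: HP1-beta (50 nM) preformed 30 min with biotin-H3(1-18)K9me3 peptide (50 nM) in PBS pH 7.4, 0.01% Tween-20. Compound added for 30 min at RT, then streptavidin donor/nickel chelate acceptor beads (10 ug/mL) for 30 min.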
TrxR1 inh: qHTS Assay for Inhibitors of Mammalian Selenoprotein Thioredoxin Reductase 1 (TrxR1): qHTS; Potency, µM (titrated, usually from 114 µM), without a hit: at the highest dose activity change, negative = inhibition, most hits filed as inhibitors; recombinant rTrxR1, NADPH fluorescence consumption, selenite substrate; 390,000 tested, 1% active; Thioredoxin reductase 1, cytoplasmic (Rattus norvegicus), O89049; note: potency is the fitted concentration of half-maximal effect; % is set by controls: 0 for no effect and ±100 for the full control effect; nearly all actives have a fitted effect of over 65% in size
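Rat TrxR1 (90 nM in the dispensed reagent) was pre-reduced with 400 uM NADPH for 5 min at room temperature, then incubated with compound for 15 min. After 400 uM selenite was added, NADPH fluorescence (Ex 340/Em 450 nm) was followed for 8 min.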
Pin1 inh: qHTS Assay to Find Inhibitors of Pin1; Peptidyl-prolyl cis-trans isomerase NIMA-interacting 1 (Homo sapiens), Q13526; Pin1 FP peptide displacement, HiFluor488, 10 min; Potency, µM (top dose mostly 115 µM), inactives show at the top dose activity, negative = inhibition, usual class: inhibitors; 390,000 tested, 0.009% active; AID 504891, 2011; active = well fitted inhibition curve with a large enough effect in the polarisation, with a control signal flat, not every such curve was filed as active; inconclusive = small, poorly fitted or top-dose-only effect, or effect the other way, or a change in a side signal; inactive = no such curve, though single readings can be large or run the other way; the % refers to the polarisation; note: potency is the fitted concentration of half-maximal effect; % is set by controls: 0 for no effect and ±100 for the full control effect
Target sequence (Q13526 whole entry, looked up): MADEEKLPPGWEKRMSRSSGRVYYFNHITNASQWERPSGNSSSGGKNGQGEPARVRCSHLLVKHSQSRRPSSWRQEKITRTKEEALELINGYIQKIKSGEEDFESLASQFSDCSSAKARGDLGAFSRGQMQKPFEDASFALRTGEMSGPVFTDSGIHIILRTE
Tb PGK inh: qHTS Assay to Find Inhibitors of Phosphoglycerate Kinase | Potency, µM (highest dose often 57.5 µM), without a hit: at the highest dose activity change, negative = inhibition, hits mostly inhibitors | 380,000 tested, 0.043% active | Phosphoglycerate kinase, glycosomal (Trypanosoma brucei brucei), P07378 | PGK/GAPDH coupled, Kinase-Glo luminescence, 60 min; note: potency is the fitted concentration of half-maximal effect; % is set by controls: 0 for no effect and ±100 for the full control effect; nearly all actives have a fitted effect of over 60% in size
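Recombinant glycosomal PGK reaction used 1,3-bisphosphoglycerate generated in-well by GAPDH (100nM final) in 100mM TEA pH 7.6, 5mM MgCl2, 0.01% Tween-20. After 60 minutes at room temperature, ATP was read by Kinase-Glo Plus luminescence end-point.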
GLS inhibitor: qHTS for Inhibitors of Glutaminase (GLS); AID 624170, 2012; 410,000 tested, 0.21% active; GLS enzymatic activity, qHTS titration; Glutaminase kidney isoform, mitochondrial (Homo sapiens), O94925; Potency, µM (highest dose often 45.5 µM), without a hit: at the top dose activity change, negative = inhibition, actives largely listed as inhibitors; note: potency is the fitted concentration of half-maximal effect; % is set by controls: 0 for no effect and ±100 for the full control effect
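Enzyme dispensed in phosphate buffer (45 mM, pH 8.2, 0.02% Tween-20), compounds pinned in, then 1 mM L-glutamine solution and the glutamate oxidase–HRP–Amplex Red mix added; fluorescence read immediately and again after 30 min at room temperature.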
USP1 inh: Inhibitors of USP1/UAF1: Primary Screen; Potency, µM (series often up to 57.1 µM), for the others: at the highest dose activity change, negative = inhibition, actives largely listed as inhibitors; recombinant USP1/UAF1, Ub-Rhodamine cleavage fluorescence; 390,000 tested, 0.23% active; Ubiquitin carboxyl-terminal hydrolase 1 (Homo sapiens), O94782; AID 743255, 2014; note: potency is the fitted concentration of half-maximal effect; % is set by controls: 0 for no effect and ±100 for the full control effect; nearly all actives have a fitted effect of over 60% in size; inactives centre near -12
Target sequence (O94782 whole entry, looked up): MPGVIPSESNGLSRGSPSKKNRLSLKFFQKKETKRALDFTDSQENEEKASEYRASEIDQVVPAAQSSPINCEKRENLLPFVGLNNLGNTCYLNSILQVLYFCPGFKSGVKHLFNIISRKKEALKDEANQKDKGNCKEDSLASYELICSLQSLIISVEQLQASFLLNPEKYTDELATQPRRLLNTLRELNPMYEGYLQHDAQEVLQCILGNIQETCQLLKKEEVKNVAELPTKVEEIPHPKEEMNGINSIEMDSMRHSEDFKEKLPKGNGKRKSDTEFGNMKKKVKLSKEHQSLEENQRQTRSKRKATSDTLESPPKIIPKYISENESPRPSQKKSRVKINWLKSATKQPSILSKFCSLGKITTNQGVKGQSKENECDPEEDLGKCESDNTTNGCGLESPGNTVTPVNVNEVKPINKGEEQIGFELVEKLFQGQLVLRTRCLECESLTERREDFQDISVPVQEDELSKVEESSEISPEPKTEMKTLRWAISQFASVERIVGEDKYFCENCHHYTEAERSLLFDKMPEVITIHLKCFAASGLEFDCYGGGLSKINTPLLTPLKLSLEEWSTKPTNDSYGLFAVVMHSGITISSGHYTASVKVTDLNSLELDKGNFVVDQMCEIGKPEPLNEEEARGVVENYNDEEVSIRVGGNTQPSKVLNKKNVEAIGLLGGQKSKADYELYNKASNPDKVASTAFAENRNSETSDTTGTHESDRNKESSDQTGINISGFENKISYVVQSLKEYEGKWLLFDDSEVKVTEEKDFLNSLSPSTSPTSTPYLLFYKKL
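In this screen, compounds sit with the deubiquitinase complex (1nM) for 15 min at room temperature before Ub-Rho is added at 150nM final. Fluorescence rise is then followed for 6 reads every 60 seconds.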
TrxR1 substrate: qHTS Assay for Substrates of Mammalian Selenoprotein Thioredoxin Reductase 1 (TrxR1): qHTS; AID 588456, 2011; 390,000 tested, 0.01% active; purified TrxR1 substrate turnover, NADPH consumption readout; Potency, µM (series often up to 114 µM), without a hit: at the highest dose activity change, negative = substrate turnover; Thioredoxin reductase 1, cytoplasmic (Rattus norvegicus), O89049; note: potency is the fitted concentration of half-maximal effect; % is set by controls: 0 for no effect and ±100 for the full control effect; nearly all actives have a fitted effect of over 50% in size
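Rat TrxR1, dispensed at 90 nM, was prereduced with 400 uM NADPH (final) for 5 min at ~22 deg C, then incubated with compound 15 min before 400 uM selenite. A first-read NADPH fluorescence drop versus no-compound background flagged substrates.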
mIDH1 inhibitor: qHTS for Inhibitors of mutant isocitrate dehydrogenase 1 (IDH1): qHTS | AID 602179, 2012 | IDH1-R132H enzyme, NADPH consumption, diaphorase/resazurin fluorescence | 390,000 tested, 0.093% active | Potency, µM (top dose mostly 76.6 µM), for inactives: at the top dose activity change, negative = inhibition, usual class: inhibitors; note: potency is the fitted concentration of half-maximal effect; % is set by controls: 0 for no effect and ±100 for the full control effect; nearly all actives have a fitted effect of over 65% in size
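IDH1-R132H (0.5 ug/mL dispensed) in pH 7.5 Tris buffer was preincubated 30 min with compound, then given a substrate mix of 0.016 mM NADPH and 2 mM alpha-KG for 80 min at room temperature; remaining NADPH was read by diaphorase/resazurin fluorescence.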
Numbers without * were called inactive; i = inactive; ? = inconclusive; . = not tested or not shown; & = joins results of further samples; [ ] = another dose, or the depositor's remark. Unless noted, calls come from the whole dose curve; as a rule, active = well fitted curve in the direction sought with a large enough effect; inconclusive = small, poorly fitted or top-dose-only effect, or another doubt; inactive = no such curve, though single readings can be large; an effect the other way counts as inactive or inconclusive. A portion of the library. The share of hits here may be higher or lower than overall.

SMILES | PI4K2A inh | HP1b binding inh | TrxR1 inh | Pin1 inh | Tb PGK inh | GLS inhibitor | USP1 inh | TrxR1 substrate | mIDH1 inhibitor
Cc1cccc(CN2C3=NCCCN3c3ccccc32)c1 | 1 | 18% | 22% | -13% | -1% | 1% | -14% | 1% | 0%
Cc1cccc2c3c([nH]c12)CCN(C)C3 | 1 | 11% | 6% | 6% | . | -5% | -6% | -1% | -2%
COc1cc(OC)c(-c2c3cc(O)c(=O)cc-3oc3cc(O)c(O)cc23)cc1OC | -17 | -90% | -14% | ? | ? | -11% | 25µM* | -15% | 12µM*
CCCCCCn1nnc2sc(-c3ccccc3)cc2c1=O | -1 | 85%[activator] | -9% | 48%[activator] | . | -6% | -18% | 8% | .
O=C(NCC1CCCN1S(=O)(=O)c1cccs1)C(=O)Nc1ccc(F)cc1 (centres undefined) | 0 | 14% | 11% | -7% | 5% | 5% | -1% | 1% | 2%
CCOC(=O)NN=C1c2ccccc2-c2ccccc21 | 1 | 36% | 0%[57.1 µM] | -3% | 8% | -16% | -22% | 5%[57.1 µM] | 6%
O=C(/C(=C/c1ccc(Cl)cc1)c1nc2ccccc2[nH]1)c1ccccc1 | -5 | 36% | 2%[57.1 µM] | 2% | 3% | 12% | -9% | -1%[57.1 µM] | -4%
Cc1nc(S(=O)(=O)c2ccc(Cl)cc2)c(N(C)C)o1 | -1 | 11%[57 µM] | 4µM* | -7% | -8% | 6% | -26% | 6% | -3%
Cc1csc(SCC(=O)NCCc2ccc(Cl)cc2Cl)n1 | 2 | 38% | -10% | -8% | -5% | 0% | -10% | -12% | 4%
CC(=O)c1cccc(NC(=O)CC2Oc3ccc(C)cc3NC2=O)c1 (centres undefined) | 4 | 24% | 9% | 4% | -3% | 0% | -19% | -1% | -19%
CCC(C(=O)NC1CCCC1)N(C(=O)c1snc(C(N)=O)c1N)c1ccc(OC)cc1 (centres undefined) | 3 | 38% | 12% | ? | -7% | -11% | -20% | 4% | 4%
CC(=O)c1c(C)n(-c2ccc(Cl)cc2)c2ccc(O)cc12 | 3 | -1% | -27% | 4% | 5% | 10% | -14% | -9% | -1%
Cc1ccc2c(C)c(C(=O)N3CCC(O)(c4ccccc4)CC3)oc2c1C | -1 | 14% | -8%[57.1 µM] | -4% | -7% | -5% | -17% | -9%[57.1 µM] | 8%
COc1cc(C=O)ccc1OCCOCCOc1ccccc1Cl | 0 | 29% | 21%[57.1 µM] | -4% | -1% | 1% | -16% | 7%[57.1 µM] | -9%
COC(=O)[C@@H]1C[C@@]2(O)[C@@H](O)[C@@H](O)[C@@H](O)C[C@H]2N1CC1CCCCC1 | 1 | 10% | -4% | -3% | 0% | 7% | -11% | -4% | -5%[38.3 µM]
COc1ccc(/C=C/C(=O)Nc2cc(S(=O)(=O)N3CCCCC3)ccc2N2CCCCC2)cc1OC | 4 | 35% | -16% | 19% | -1% | -2% | -12% | -6% | 3%
CCC(C)NC(=O)c1c(F)c(F)c(F)c(F)c1F (centres undefined) | -63* | 22% | 11%[57.1 µM] | -6% | -8% | 1% | -21% | 11%[57.1 µM] | 4%
CC(C)OCCCNC(=O)CNC(=O)c1cccs1 | 3 | 3% | 12% | 3% | . | -3% | -7% | 8% | 21%
O=C(CS(=O)(=O)c1ccc(Cl)cc1)N1CCN(c2ccccc2)CC1 | 3 | . | . | . | -3% | 10% | ? | . | 11%
O=C(NC1CCCCNC1=O)c1ccc(Cl)cc1 (centres undefined) | 3 | 13% | 10%[57.1 µM] | 7% | 3% | 7% | -1% | 8%[57.1 µM] | 1%
COc1cc(NC(=S)NC(=O)c2ccccc2F)ccc1NC(=O)c1cccs1 | 4 | 39%[activator] | -5% | 10% | -1% | -5% | -12% | 0% | 13%
O=C(Cn1c(CO)nc2ccccc21)Nc1cc(C(F)(F)F)ccc1N1CCOCC1 | -4 | -7% | -24% | -3% | -3% | -3% | -7% | 0% | -3%
COC(=O)C/C=C/N(Cc1ccccc1OC)S(=O)(=O)CCl | -3 | 52%[activator] | 14% | -5% | -7% | 4% | -21% | 8% | 7%
O=C(NCCCN1CCOCC1)C(=O)N/N=C/c1ccccc1 | 2 | 36% | 18% | 0% | -2% | -1% | -10% | 0% | 4%
COc1ccc(C2C(C#N)=C(N)N(c3ccccc3C#N)C3=C2C(=O)CCC3)cc1CN1CCCC1 (centres undefined) | -3 | 4% | 2% | 1% | 7% | 20% | -6% | -5% | 1%
COc1ccc(C2=Nn3c(nnc3-c3cc(C)[nH]n3)SC2)cc1 | 4 | 2% | 12%[57.1 µM] | 1% | -8% | 3% | -4% | -6% | 2%
Cn1c(=O)[nH]c2cc(Cl)cnc21 | 11 | 25% | -14%[57.1 µM] | ? | 2% | 3% | 5% | -3% | 1%
CCOC(=O)c1c(NC(=O)CSc2cn(CCNC(=O)c3ccc(OCC)cc3)c3ccccc23)sc2c1CCCC2 | 0 | 12% | 21% | 50%[activator] | -5% | 5% | -22% | 2% | -5%
O=S(=O)(NCc1ccccn1)c1ccc(Cl)c(C(F)(F)F)c1 | 4 | 32% | 15% | -5% | -1% | -1% | -8% | 5% | 2%
C(C#CCCCCCCCCC[n+]1ccccc1)#CCCCCCCCCC[n+]1ccccc1 | 0&-11&-4 | -21%&-23% | 56µM* | -1%&4% | -6%&15% | -14%&-9% | ? | 0%&2% | 0%&-4%
CCn1cc(/C=N\NC(=O)C2(C)CC2(Cl)Cl)c(C)n1 (centres undefined) | -3 | 15% | -2% | 9% | 0% | 2% | -4% | -7% | 1%
O=C(c1cc2cc(Cl)ccc2o1)N1CCCC1 | -4 | 20% | 0% | 7% | -5% | 0% | ? | -2% | -4%
O=C(CN1CCN(Cc2ccc3c(c2)OCO3)CC1)N1CCc2[nH]c3ccc(F)cc3c2C1 | 9 | -25% | -10% | -3% | i | -4% | -23% | -4% | 5%
O=C(CCSc1nnc(-c2ccc(O)cc2)o1)N1CCOCC1 | -23 | 43%[activator] | 11% | -1% | 0% | -4% | -19% | 1% | 2%
Cn1nnnc1Sc1ncnc2scc(-c3ccc(Cl)cc3)c12 | 6 | 36% | -1% | 6%&0% | i | 3% | . | 1% | .
CC1=Nn2c(nnc2-c2ccccc2)SC1 | 9 | 10% | 1%[57.1 µM] | 0% | -9% | -2% | -4% | -5% | 1%
O=c1c(Cl)c(NCC2CCCO2)cnn1C12CC3CC(CC(C3)C1)C2 (centres undefined) | 3 | 20% | 1% | -5% | -5% | -1% | -11% | -3% | -5%
N#Cc1ccsc1NC(=O)C1=COCCO1 | -4 | 22% | 2% | -8% | -1% | 16% | -22% | 2% | 8%
CN(C)c1ccc(C(=O)Nc2sc(Nc3ccccc3)nc2C(N)=O)cc1 | -6 | 15%[57 µM] | -9%[57.1 µM] | ? | 0% | -6% | -25% | 3%[57.1 µM] | 14%
Cc1cc(=S)cc(C)n1CCCn1ccnc1 | 4 | 18% | ? | -2% | 4% | 16% | -19% | -10% | -3%
S=C(Nc1ccc2nsnc2c1)N1CCCCC1 | ? | -1% | -17%[57.1 µM] | -14% | 9% | ? | ? | -5% | 8%
COc1ccc(CNC(=O)CN2C(=O)COc3ccc(S(=O)(=O)NC4CCCC4)cc32)cc1 | 2&0 | 31%&17% | 19%&17% | 2%&-2% | -3%&5% | 0%&4% | ? | 6%&-2% | -8%&15%
CCN(CC)S(=O)(=O)c1ccc(Cl)c(C(=O)NCCN2CCOCC2)c1 | -2 | 28% | 10% | -2% | . | -1% | -19% | 2% | 7%
CC(C)c1c(C(=O)N/N=C/c2ccc3c(c2)OCO3)nnn1-c1nonc1N | 8 | 12% | 8%[57.1 µM] | -6% | -2% | 0% | -20% | -2%[57.1 µM] | -8%
CCCCCC(=O)NNC(=O)c1c(O)c2ccccc2n(CC)c1=O | -2 | 50%[activator] | -10%[57.1 µM] | 7% | -3% | 16% | -1% | -8%[57.1 µM] | -6%
Cc1ccc(-c2c(C(=O)O)c(C(=O)O)c3n2CSC3)cc1 | -3 | 17% | 15% | -11% | . | 19% | -11% | 5% | 4%
CCN(C(=O)c1cc(Cl)ccc1OC)c1ccccc1 | 3 | 24% | -2%[57.1 µM] | -1% | -1% | 2% | -4% | 7%[57.1 µM] | 9%
